# Compound activity as filed in PubChem BioAssay.
# Integrin act MD – integrin-mediated muscular dystrophy alleviation activation | 350,000 tested, 0.064% active | alpha7betagal myoblasts, beta-gal FDG fluorescence, 48 h | Potency, µM (series often up to 38.3 µM), inactives show at the highest dose activation, most hits filed as activators | AID 624291;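 note: potency is the fitted concentration of half-maximal effect; 100% = response of the positive control SU9516; nearly all actives have a fitted effect of over 60% in size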
#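 Alpha7betagal+/- myoblasts (passage 13) were plated 16-24 hr, then exposed to compounds (1:260 dilution of DMSO stock) for 48 hours at 37C. After MPER lysis, β-galactosidase reporter activity was read as FDG fluorescence (ex 480/em 540) after 30 minutes.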
# MLL CXXC-DNA inh – MLL CXXC-DNA interaction inhibition; Q03164; MLL-CXXC / FITC-HOXA9 DNA fluorescence polarization; Potency, µM (highest dose often 115 µM), without a hit: at the highest dose activity change, negative = inhibition, hits mostly inhibitors; 290,000 tested, 0.037% active; active = well fitted inhibition curve with a large enough effect in the polarisation, with a control signal flat, not every such curve was filed as active; inconclusive = small, poorly fitted or top-dose-only effect, or effect the other way, or a change in a side signal; inactive = no such curve, though single readings can be large or run the other way; the % refers to the polarisation; note: potency is the fitted concentration of half-maximal effect
#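 Steps: dispense CXXC domain solution (7 uM) → pin compounds or unlabeled HOX-A9 DNA control → 5 min ambient → add FLSN-HOX-A9 solution (50 nM) → spin → 30 min ambient → fluorescence polarization. Tris pH 7.5/NaCl/DTT/BSA buffer.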
# AT treatment – potential ataxia-telangiectasia treatment | […] A-T fibroblasts, KAP-1 phosphorylation AlphaLISA; neocarzinostatin DNA damage 30 min before lysis | Potency, µM (doses to about 57.5 µM), for the others: at the top dose activation, actives largely listed as activators | 320,000 tested, 0.19% active | AID 485349; note: potency is the fitted concentration of half-maximal effect; % of control where 0% means no effect; nearly all actives have a fitted effect of over 45% in size
#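 ATM-like activity read as KAP-1 phosphorylation via AlphaLISA donor/acceptor antibody pairs after lysis and 6 hr at 25C. Cells were ATM-null patient fibroblasts ([…], hTERT), dosed 60 min, then exposed to the DSB inducer NCS for 30 min.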
# ELG1 DNA repair – ELG1-dependent DNA repair inhibition | HEK293T ELG1-luciferase reporter, luminescence, 16 h; DNA damage induced by 5-fluorouridine | Potency, µM (titrated, usually from 46.1 µM), inactives show at the highest dose activity change, negative = inhibition, most hits filed as inhibitors | 330,000 tested, 2.3% active | AID 504467; note: potency is the fitted concentration of half-maximal effect; % is set by controls: 0 for no effect and ±100 for the full control effect; nearly all actives have a fitted effect of over 55% in size
#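 Overnight (16 hr) co-exposure of 2,000 cells/well to 5-fluorouridine and compound at 37 °C preceded detection. Luciferase was quantified via ONE-Glo luminescence; loss of signal denotes inhibition.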
# TRPV1 agonist – agonists of human vanilloid receptor 1 (TRPV1). Q8NER1. TRPV1-expressing cells, Fluo-8 calcium influx, agonist mode. activation, % at 8.33 µM. 320,000 tested, 0.19% active. AID 540275; in the data active = activation above about 80%; inconclusive = between about 30% and that limit; note: 0% is about no effect
#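 Cells expressing TRPV1 were dye-loaded with Fluo-8 and read kinetically: 10 s baseline, 3 min after compound (agonist portion), then 2 min after EC20 capsaicin (allosteric enhancer portion). Calcium-bound dye fluorescence at 480/520 nm.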
# BRCA1 expr act – activators of BRCA1 expression. 380,000 tested, 1.1% active. MCF7-BRCA1-FFLuc reporter, luminescence, 48 h; response scale: scaled: vehicle 0%, 10 µM genistein 100%. Potency, µM (highest dose often 46.1 µM), inactives show at the top dose activation, hits mostly activators; note: potency is the fitted concentration of half-maximal effect; nearly all actives have a fitted effect of over 80% in size; some results filed as inactive show a strong effect at the top dose
#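 First, MCF7-BRCA1-FFLuc cells (2000/well) attach for 2 h; next, compounds are pin-added and incubated 48 h at 37 °C; finally, luciferase reagent is added and luminescence read after 15 min.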
# PTAP TSG101 blk – blocks PTAP/TSG101 interaction to inhibit HIV-1 budding | Q99816 | Fluorescence polarization, FITC-PTAP peptide / Tsg101 binding | Potency, µM (doses to about 115 µM), without a hit: at the top dose activity change, negative = inhibition, most hits filed as inhibitors | 340,000 tested, under 10 active; active = well fitted inhibition curve with a large enough effect in the main read-out, with a control signal flat, not every such curve was filed as active; inconclusive = small, poorly fitted or top-dose-only effect, or effect the other way, or a change in a side signal; inactive = no such curve, though single readings can be large or run the other way; note: potency is the fitted concentration of half-maximal effect; % of control where 0% means no effect
# Target sequence (Q99816 whole entry, looked up): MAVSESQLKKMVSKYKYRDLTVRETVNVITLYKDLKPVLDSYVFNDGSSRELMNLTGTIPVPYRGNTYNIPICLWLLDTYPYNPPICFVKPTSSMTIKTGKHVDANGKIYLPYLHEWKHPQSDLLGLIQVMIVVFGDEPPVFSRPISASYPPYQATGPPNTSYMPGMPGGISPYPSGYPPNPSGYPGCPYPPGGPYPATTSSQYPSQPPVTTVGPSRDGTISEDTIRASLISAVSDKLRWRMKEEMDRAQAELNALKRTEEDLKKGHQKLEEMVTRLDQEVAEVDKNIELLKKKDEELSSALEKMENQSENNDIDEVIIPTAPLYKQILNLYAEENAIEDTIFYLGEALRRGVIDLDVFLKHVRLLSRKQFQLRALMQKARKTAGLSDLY
#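 Fluorescence polarization binding of Tsg101 binding domain (10 uM final) to FITC-labeled PTAP peptide (50 nM final) in HEPES pH 7.5 buffer with NaCl, Tween 20, EDTA, TCEP. Compounds added before peptide; binding 20 min at RT.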
# B2AR arrestin – recruits beta-arrestin to the human beta2-adrenergic receptor. P07550. beta-arrestin recruitment to beta2AR, cell-based reporter. Potency, µM (top dose mostly 46.1 µM), for inactives: at the highest dose activation, actives largely listed as activators. 330,000 tested, 0.02% active. AID 492947;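 note: potency is the fitted concentration of half-maximal effect; 0% = DMSO controls and full agonism = EC100 isoproterenol or metaproterenol; nearly all actives have a fitted effect of over 65% in size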
# Target sequence (P07550 whole entry, looked up): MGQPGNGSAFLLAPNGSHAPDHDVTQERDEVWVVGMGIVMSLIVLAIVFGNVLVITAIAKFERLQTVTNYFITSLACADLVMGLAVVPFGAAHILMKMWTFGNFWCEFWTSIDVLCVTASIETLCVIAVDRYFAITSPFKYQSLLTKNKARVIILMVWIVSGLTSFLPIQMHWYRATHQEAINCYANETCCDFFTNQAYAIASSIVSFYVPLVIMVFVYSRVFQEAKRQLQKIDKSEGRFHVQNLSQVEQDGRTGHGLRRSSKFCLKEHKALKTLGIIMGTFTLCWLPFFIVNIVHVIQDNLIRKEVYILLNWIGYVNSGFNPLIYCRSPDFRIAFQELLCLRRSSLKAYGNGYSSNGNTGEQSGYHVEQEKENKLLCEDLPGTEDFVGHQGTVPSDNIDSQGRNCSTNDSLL
# TCR activator – activates T cell receptor signaling; primary human leukocytes, anti-CD3, IL-2 HTRF, 48 h; Potency, µM (titrated, usually from 9.22 µM), for inactives: at the highest dose activation of IL-2 secretion, hits mostly activators; 330,000 tested, under 10 active; note: % of control where 0% means no effect
#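 Using a-CD3 beads without co-stimulation, primary human leukocytes were exposed to compounds for 48 hr. An HTRF IL-2 kit measured the cytokine, with europium-to-d2 energy transfer producing emission at 665nm upon 320nm excitation.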
# p53 reactivator – re-activators of mutant p53; H1299 p53-A138V BP100-luciferase reporter, luminescence, 24 h; Potency, µM (doses to about 92.2 µM), for inactives: at the highest dose activity change, positive = activation, usual class: activators; AID 504706; 320,000 tested, 0.063% active; note: potency is the fitted concentration of half-maximal effect; % of control where 0% means no effect; nearly all actives have a fitted effect of over 45% in size
#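 p53-null H1299 cells stably carrying temperature-sensitive p53-A138V and a BP100-luciferase reporter were pinned with compounds (4-point, 1:5 series) and held 24 hrs at 37 deg C. Luminescence was read 10 min after detection reagent.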
# Active calls of the source: *; ? = inconclusive; nt = not tested or not shown; [ ] = another dose, or the depositor's remark. Unless noted, calls come from the whole dose curve; as a rule, active = well fitted curve in the direction sought with a large enough effect; inconclusive = small, poorly fitted or top-dose-only effect, or another doubt; inactive = no such curve, though single readings can be large; an effect the other way counts as inactive or inconclusive. Rows were taken by chance. Share with any hit: about 3.8%.
SMILES,Integrin act MD,MLL CXXC-DNA inh,AT treatment,ELG1 DNA repair,TRPV1 agonist,BRCA1 expr act,PTAP TSG101 blk,B2AR arrestin,TCR activator,p53 reactivator
CN(C)c1cccc(C(=O)Nc2ccc3nc4n(c(=O)c3c2)CCCCC4)c1,-8.9%,-1.9%,1.1%,-27.9%,-2.8,38.9%,4.9%,1.2%,1.9%,6.5%
Cc1ccc(S(=O)(=O)Cc2ccccc2Cl)cc1,18.1%,5.2%,-0.8%,-15.2%,5.5,-53.3%,-0.4%,0.0%,0.3%[46.1 µM],6.0%
O=C(Nc1ccc(C(=O)O)cc1)/C(=C\c1ccco1)NC(=O)c1ccccc1,7.0%,-0.2%,-1.2%,3.6%,2.4,-14.5%,-1.1%,0.0%,0.1%,1.1%
CCOC(=O)C1CCN(Cc2c(O)c3ccccc3oc2=O)CC1,9.2%,3.8%,3.0%,?,-10.9,-4.0%,6.0%,-0.3%,1.0%,-2.3%
COc1cccc(SCC(=O)N2CCN(c3ccccc3)CC2)c1,-42.0%,-1.8%,12.4%,-3.1%,8.6,5.9%,-0.7%,-0.1%,2.8%,-1.8%
O=C(Nc1nc(-c2ccccc2)cs1)c1cccs1,4.9%,-5.2%,7.7%,?,-5.6,?,2.1%,0.0%,3.8%,?
Brc1ccc2[nH]c3c(c2c1)CCC3,14.1%,-7.1%,-7.6%,?,nt,-33.7%,-1.0%,-1.0%,10.7%,-1.8%
CCc1cc(C=NC2CCCCC2)c(O)s1,-4.8%,1.1%,-4.7%,?,11.9,82.5%,-3.1%,-0.1%,-4.9%,?
CC(C(=O)O)N1C(=O)/C(=C/C=C/c2ccco2)SC1=S (centres undefined),-24.5%,8.1%,2.5%,-2.2%,-2.4,-3.1%,7.8%,-0.2%,7.6%,3.0%
O=c1c(Cl)cc(Cl)nn1-c1ccccc1,-60.3%[inhibitor],-1.1%,-0.1%,23.1µM*,-2.5,-93.2%,-2.3%,-1.5%,1.3%[46.1 µM],-24.5%
COc1ccc(-c2cc(NCc3ccccn3)n3ncnc3n2)cc1,-16.6%,4.1%,4.9%,-17.5%,-0.5,-41.9%,-1.2%,-0.1%,-0.7%,-5.0%
COCCC(=O)N1CCC(Oc2ccc(C(=O)NCc3ncc(C)[nH]3)cc2)CC1,5.6%,1.2%,1.7%,?,0.0,-0.4%,-4.0%,-0.2%,-2.5%,10.7%
CNC(=O)CSc1nc2ccccc2c(=O)n1CCc1ccccc1,3.0%,10.5%,-1.3%,-1.4%,?,-4.8%,-1.6%,0.0%,nt,nt
CCCOc1ccc(C2C(=O)N(C3CCCCC3)CC(=O)N2CCC)cc1OC (centres undefined),-1.7%,-4.7%,-6.3%,12.7%,22.5,-17.5%,-3.7%,-0.1%,-0.5%,4.8%
CCCCCCC1CC(CCC(=O)Nc2ccc([N+](=O)[O-])cc2)C(=O)O1 (centres undefined),-6.4%,6.2%,-4.2%,-6.0%,1.4,-19.1%,3.0%,-0.3%,-2.6%,6.8%
O=[N+]([O-])c1cccc(-c2n[nH]c(=S)n2-c2ccc(Br)cc2)c1,?,-26.5%,-7.0%,9.3%,1.6,0.0%,-10.0%,3.2%,5.1%,-0.8%
CCc1noc(C)c1C(=O)Nc1cc(Cl)ccc1N1CCCC1,-17.9%,nt,5.6%,-9.4%,17.4,-38.9%,-3.3%,0.2%,-1.7%,-4.0%
O=C(NCCc1c[nH]c2ccccc12)c1cc([N+](=O)[O-])cc([N+](=O)[O-])c1,8.9%,36.3%[activator],-4.6%,6.0%,0.5,-15.3%,-2.7%,-0.1%,8.7%,2.4%
O=C1NC(=S)NC(=O)C1=Cc1ccccc1C(=O)O,20.3%,nt,nt,nt,nt,1.8%,-1.5%,nt,1.6%,nt

# A different layout for 11 compounds above:
molecule | Integrin act MD | MLL CXXC-DNA inh | AT treatment | ELG1 DNA repair | TRPV1 agonist | BRCA1 expr act | PTAP TSG101 blk | B2AR arrestin | TCR activator | p53 reactivator
Brc1ccc2[nH]c3c(c2c1)CCC3 | 14.1% | -7.1% | -7.6% | ? | nt | -33.7% | -1.0% | -1.0% | 10.7% | -1.8%
CCc1cc(C=NC2CCCCC2)c(O)s1 | -4.8% | 1.1% | -4.7% | ? | 11.9 | 82.5% | -3.1% | -0.1% | -4.9% | ?
CC(C(=O)O)N1C(=O)/C(=C/C=C/c2ccco2)SC1=S (centres undefined) | -24.5% | 8.1% | 2.5% | -2.2% | -2.4 | -3.1% | 7.8% | -0.2% | 7.6% | 3.0%
O=c1c(Cl)cc(Cl)nn1-c1ccccc1 | -60.3%[inhibitor] | -1.1% | -0.1% | 23.1µM* | -2.5 | -93.2% | -2.3% | -1.5% | 1.3%[46.1 µM] | -24.5%
COc1ccc(-c2cc(NCc3ccccn3)n3ncnc3n2)cc1 | -16.6% | 4.1% | 4.9% | -17.5% | -0.5 | -41.9% | -1.2% | -0.1% | -0.7% | -5.0%
COCCC(=O)N1CCC(Oc2ccc(C(=O)NCc3ncc(C)[nH]3)cc2)CC1 | 5.6% | 1.2% | 1.7% | ? | 0.0 | -0.4% | -4.0% | -0.2% | -2.5% | 10.7%
CNC(=O)CSc1nc2ccccc2c(=O)n1CCc1ccccc1 | 3.0% | 10.5% | -1.3% | -1.4% | ? | -4.8% | -1.6% | 0.0% | nt | nt
CCCOc1ccc(C2C(=O)N(C3CCCCC3)CC(=O)N2CCC)cc1OC (centres undefined) | -1.7% | -4.7% | -6.3% | 12.7% | 22.5 | -17.5% | -3.7% | -0.1% | -0.5% | 4.8%
CCCCCCC1CC(CCC(=O)Nc2ccc([N+](=O)[O-])cc2)C(=O)O1 (centres undefined) | -6.4% | 6.2% | -4.2% | -6.0% | 1.4 | -19.1% | 3.0% | -0.3% | -2.6% | 6.8%
O=[N+]([O-])c1cccc(-c2n[nH]c(=S)n2-c2ccc(Br)cc2)c1 | ? | -26.5% | -7.0% | 9.3% | 1.6 | 0.0% | -10.0% | 3.2% | 5.1% | -0.8%
CCc1noc(C)c1C(=O)Nc1cc(Cl)ccc1N1CCCC1 | -17.9% | nt | 5.6% | -9.4% | 17.4 | -38.9% | -3.3% | 0.2% | -1.7% | -4.0%
